Source: PubChem
aSyn yeast inh: alpha-synuclein toxicity inhibition in yeast; Yeast expressing alpha-synuclein, growth rescue, BacTiter-Glo, 24 h; actives 0.14% (n = 370,000); AID 652106; Potency, µM (highest dose often 46.1 µM), without a hit: at the top dose growth rescue (activation), most hits filed as activators; also: potency is read from the fitted curve at half-maximal effect; % of control where 0% means no effect; nearly all actives have a fitted effect of over 65% in size
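Rescue of yeast growth: cells expressing toxic alpha-synuclein, induced in galactose at OD600 0.02, incubated with compound 24 h at 30 C. ATP luminescence quantified growth; inhibitors of toxicity appear as activators.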
pAkt inh: Akt phosphorylation inhibition | Neuro2A IGF-stimulated pAkt S473 HTRF, 20 min; stronger effect = lower value | activity change, % for hits at 50 µM | actives 0.32% (n = 360,000); in the data active = activity change below about -80%; inconclusive = mostly about -51% to -80%; also: % is scaled to controls: 0 for no effect and ±100 for the full control effect
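Neuro2A cells in DMEM with 0.5% FBS, overnight at 37 deg C, given compound at single 50 µM final, then IGF (6 nM final) for 20 min at 37 deg C. Lysed; phospho-Akt Ser473 by HTRF after 24 h, 665/615 ratio.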
GLP1R inv ag: acts as inverse agonist at human GLP-1 receptor; AID 624417; Potency, µM (highest dose often 38.3 µM), inactives show at the highest dose activity change, negative = inhibition, actives largely listed as inhibitors; actives 1.6% (n = 410,000); HEK293 GLP-1R CRE-luciferase, luminescence, 24 h; GLP-1R form is constitutively active; P43220; also: potency is read from the fitted curve at half-maximal effect; % is scaled to controls: 0 for no effect and ±100 for the full control effect; nearly all actives have a fitted effect of over 55% in size
Target sequence (P43220 whole entry, looked up): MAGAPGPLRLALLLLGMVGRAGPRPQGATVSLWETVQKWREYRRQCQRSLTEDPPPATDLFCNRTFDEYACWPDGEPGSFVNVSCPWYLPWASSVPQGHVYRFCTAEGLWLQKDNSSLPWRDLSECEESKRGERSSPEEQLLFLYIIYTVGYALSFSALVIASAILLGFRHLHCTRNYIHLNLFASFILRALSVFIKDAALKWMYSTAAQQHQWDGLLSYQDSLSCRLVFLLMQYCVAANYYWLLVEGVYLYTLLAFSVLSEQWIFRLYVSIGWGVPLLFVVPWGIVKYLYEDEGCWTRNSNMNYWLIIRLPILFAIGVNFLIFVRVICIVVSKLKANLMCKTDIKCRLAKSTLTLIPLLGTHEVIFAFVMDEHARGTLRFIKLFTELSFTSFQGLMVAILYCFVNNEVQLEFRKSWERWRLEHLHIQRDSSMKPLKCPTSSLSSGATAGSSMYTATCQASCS
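Constitutively active GLP-1R drives a cAMP-responsive luciferase in stably transfected HEK293 cells; test compounds are added after overnight (12 h) attachment and left 24 hr, and signal loss in luminescence marks inhibition.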
Abeta rescue: restores growth of yeast expressing A-beta42 peptide; yeast expressing A-beta42, growth rescue, OD600, 48 h; response scale: 0% DMSO, 100% iron-clioquinol control; Potency, µM (titrated, usually from 46.1 µM), for the others: top-dose growth rescue, usual class: activators; actives 0.063% (n = 410,000); also: potency is read from the fitted curve at half-maximal effect; nearly all actives have a fitted effect of over 55% in size
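Yeast A-beta toxicity model in growth medium with pinned compounds, 48 h at 30 C; growth read as absorbance at 600 nm. Normalized to FeCl3/clioquinol equimolar mix (positive) and DMSO (negative).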
PTHR1 ag: agonists of human PTHR1 parathyroid hormone receptor; HEK293 GP2 PTHR1 cells, GloSensor cAMP luminescence, 1 h; Q03431; actives 0.075% (n = 410,000); Potency, µM (titrated, usually from 115 µM), for inactives: at the top dose activation, actives largely listed as activators; also: potency is read from the fitted curve at half-maximal effect; nearly all actives have a fitted effect of over 55% in size; some results filed as inactive show a strong effect at the top dose; inactives centre near -15; many of its hits are not listed in these tables
Target sequence (Q03431 whole entry, looked up): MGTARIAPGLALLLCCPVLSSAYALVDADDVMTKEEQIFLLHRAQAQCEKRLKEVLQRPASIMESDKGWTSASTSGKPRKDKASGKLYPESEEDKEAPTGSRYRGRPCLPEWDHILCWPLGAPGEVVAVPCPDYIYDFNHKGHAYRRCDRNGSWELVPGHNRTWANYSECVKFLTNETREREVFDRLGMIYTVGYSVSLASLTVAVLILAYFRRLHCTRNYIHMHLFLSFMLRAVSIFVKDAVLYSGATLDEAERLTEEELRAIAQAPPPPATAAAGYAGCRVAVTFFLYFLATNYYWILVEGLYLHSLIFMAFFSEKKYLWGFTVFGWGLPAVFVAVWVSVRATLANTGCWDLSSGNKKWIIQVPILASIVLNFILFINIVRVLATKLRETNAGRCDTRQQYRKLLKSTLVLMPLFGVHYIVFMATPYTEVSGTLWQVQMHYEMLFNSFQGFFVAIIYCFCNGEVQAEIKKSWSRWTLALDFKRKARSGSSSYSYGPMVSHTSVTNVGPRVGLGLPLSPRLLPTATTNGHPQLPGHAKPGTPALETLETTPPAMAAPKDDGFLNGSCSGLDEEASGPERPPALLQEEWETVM
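HEK-293-derived GP2 cells expressing PTHR1 and a GloSensor cAMP reporter, 3,000/well, plated overnight, given luciferin plus IBMX (each 0.5 mM as added) for 1 h at 37 °C, then compound for 1 h at 37 °C. Luminescence was read after 15 min at room temperature.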
HEK293 tox: cytotoxicity counter-screen for GLP-1 receptor inverse agonists. HEK293 cAMP-luciferase reporter cells, luminescence, 24 h. Potency, µM (highest dose often 38.3 µM), for inactives: at the highest dose activity change, negative = inhibition, hits mostly inhibitors. actives 0.13% (n = 410,000). AID 624418;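 also: loss of luciferase light is scored as toxicity; potency is read from the fitted curve at half-maximal effect; % is scaled to controls: 0 for no effect and ±100 for the full control effect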
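Cells in DMEM/10% Nu serum/1% pen-strep, 1536-well format. Pre-incubated 12 h, dosed with 23 nL compound, incubated a further 24 h. Luciferase detection, 12 min at room temp, luminescence.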
FUS yeast rescue: rescues growth of FUS-expressing yeast; Potency, µM (highest dose often 76.6 µM), for inactives: at the top dose growth rescue (activation), usual class: activators; S. cerevisiae FUS-expressing, growth rescue, OD600, 24 h; actives 0.24% (n = 390,000);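 also: potency is read from the fitted curve at half-maximal effect; plate controls were DMSO vehicle for no effect and reference control for full effect; nearly all actives have a fitted effect of over 55% in size; some results filed as inactive show a strong effect at the top dose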
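Yeast FUS proteinopathy model; galactose-induced FUS (2%), starting OD 0.005. Cpds in dilution series, 24hr, 30C, 99% humidity. Abs 600 nm growth. Pos ctrl CP55940 (top 92uM final); neg ctrl DMSO.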
TDP43 rescue: TDP-43 toxicity inhibition in yeast. actives 1.8% (n = 410,000). Potency, µM (titrated, usually from 46.1 µM), inactives show at the top dose growth rescue (activation), usual class: activators. TDP-43 expressing yeast growth rescue, BacTiter-Glo, 24 h. AID 652104; also: potency is read from the fitted curve at half-maximal effect; % of control where 0% means no effect; nearly all actives have a fitted effect of over 50% in size
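Yeast cells expressing TDP-43 under galactose induction are exposed to compounds for 24 hr at 30 deg C. BacTiter-Glo luminescence measures growth, so protective compounds score as activators.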
Mm-Cpn inhibitor: blocks the Methanococcus maripaludis chaperonin Mm-Cpn; purified Mm-Cpn ATPase, ADP Transcreener TR-FRET; Potency, µM (series often up to 76.9 µM), inactives show top-dose activity, negative = inhibition, hits mostly inhibitors; actives 0.031% (n = 330,000); AID 504842; also: potency is read from the fitted curve at half-maximal effect; % is scaled to controls: 0 for no effect and ±100 for the full control effect; nearly all actives have a fitted effect of over 80% in size
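ATP (10 uM final) was added to archaeal chaperonin (25 nM final) after 10 min exposure to test compound at 37°C; after 30 min further incubation, ADP was detected by competitive TR-FRET.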
* hit, by the source's call; i = inactive; ? = inconclusive; . = not tested or not shown; [ ] = dose if it differs, or a comment. Unless noted, calls follow the shape of the dose curve; as a rule, active = well fitted curve in the direction sought with a large enough effect; inconclusive = small, poorly fitted or top-dose-only effect, or another doubt; inactive = no such curve, though single readings can be large; an effect the other way counts as inactive or inconclusive.

SMILES	aSyn yeast inh	pAkt inh	GLP1R inv ag	Abeta rescue	PTHR1 ag	HEK293 tox	FUS yeast rescue	TDP43 rescue	Mm-Cpn inhibitor
COc1ccc(CN2C(=O)CN(S(C)(=O)=O)CC2(C)C(=O)NCc2ccccc2)cc1OC (stereo not drawn)	1%	i	22%	1%	-21%	-17%	-6%	20%	.
O=C(Nc1nc(=O)c2ccccc2s1)c1ccc(Cl)cc1	10%	i	63%[activator]	19%	-8%	-9%	-13%	23%	-1%
CCC(C)NC(=O)CN(c1ccc(OC)cc1)S(=O)(=O)c1ccc(NC(C)=O)cc1 (stereo not drawn)	1%	i	0%	3%	-9%	12%	23%	19%	0%
COc1ccccc1N(CC(=O)N1CCC(C)CC1)S(=O)(=O)c1ccc(C)cc1	.	.	2%	-7%	-29%	4%	?	13%	.
O=C(Nc1ccc(F)cc1)c1ccccc1NC(=O)C1CCCCC1C(=O)O (stereo not drawn)	0%	i	1%	0%	-7%	2%	-3%	-4%	.
Cc1ccc(-n2c(O)c(/C=N/c3ncn[nH]3)c3ccccc3c2=O)cc1	7%	i	0%	-4%	-16%	27%	.	-9%	1%
O=C(COc1nnnc2ccccc12)N1CCCc2ccccc21	-4%	i	-9%	25%	-6%[57.5 µM]	-4%	9%	6%	0%
COc1cc(NC(=O)C(CCS(C)(=O)=O)N2Cc3ccccc3C2=O)cc(OC)c1OC (stereo not drawn)	.	.	-7%	-18%	i	4%	-3%	6%	.
CC(C)(C)c1ccccc1NC(=O)Nc1nc(C(N)c2ccccc2Cl)cs1 (stereo not drawn)	-1%	i	?	-3%	i	1%	24%	0%	.
O=C(Nc1nnc(-c2ccncc2)o1)c1cccc(N2C(=O)CCC2=O)c1	2%	i	3%	0%	i	11%	0%	4%	-4%
O=C(CSc1nnc(-c2ccco2)c(-c2ccco2)n1)Nc1ccccc1	-1%	i	5%	-31%[inhibitor]	i	6%	22µM*	9%	-1%
O=C(NCCc1c[nH]c2ccccc12)C1CCCN(S(=O)(=O)c2ccccc2)C1 (stereo not drawn)	-1%	i	?	-10%	-26%	-11%	12%	0%	1%
CC1CN(Cc2cc(=O)[nH]c(C(C)C)n2)CC(C)O1 (stereo not drawn)	1%	i	3%	5%	-4%[57.5 µM]	-3%	21%	-4%	0%
CC(C)CC(=O)NC(=S)Nc1nc(-c2ccc(Cl)cc2)cs1	0%	i	11%	-10%	-1%	3%	-10%	-11%	-1%
CCN(C(=O)Cn1cnc2ccccc2c1=O)C1CCS(=O)(=O)C1 (stereo not drawn)	1%	i	20%	-8%	26%	14%	16%	0%	-3%

Single records, as listed above. Screens in order: aSyn yeast inh, pAkt inh, GLP1R inv ag, Abeta rescue, PTHR1 ag, HEK293 tox, FUS yeast rescue, TDP43 rescue, Mm-Cpn inhibitor
Cc1ccc(-n2c(O)c(/C=N/c3ncn[nH]3)c3ccccc3c2=O)cc1 is listed with 7%, i, 0%, -4%, -16%, 27%, ., -9%, 1%
O=C(COc1nnnc2ccccc12)N1CCCc2ccccc21 is listed with -4%, i, -9%, 25%, -6%[57.5 µM], -4%, 9%, 6%, 0%
CC1CN(Cc2cc(=O)[nH]c(C(C)C)n2)CC(C)O1 (stereo not drawn) is listed with 1%, i, 3%, 5%, -4%[57.5 µM], -3%, 21%, -4%, 0%
O=C(Nc1nc(=O)c2ccccc2s1)c1ccc(Cl)cc1 is listed with 10%, i, 63%[activator], 19%, -8%, -9%, -13%, 23%, -1%

Molecules from the list above with a halogen:
SMILES	aSyn yeast inh	pAkt inh	GLP1R inv ag	Abeta rescue	PTHR1 ag	HEK293 tox	FUS yeast rescue	TDP43 rescue	Mm-Cpn inhibitor
O=C(Nc1nc(=O)c2ccccc2s1)c1ccc(Cl)cc1	10%	i	63%[activator]	19%	-8%	-9%	-13%	23%	-1%
O=C(Nc1ccc(F)cc1)c1ccccc1NC(=O)C1CCCCC1C(=O)O (stereo not drawn)	0%	i	1%	0%	-7%	2%	-3%	-4%	.
CC(C)(C)c1ccccc1NC(=O)Nc1nc(C(N)c2ccccc2Cl)cs1 (stereo not drawn)	-1%	i	?	-3%	i	1%	24%	0%	.
CC(C)CC(=O)NC(=S)Nc1nc(-c2ccc(Cl)cc2)cs1	0%	i	11%	-10%	-1%	3%	-10%	-11%	-1%

(next part)
SMILES	aSyn yeast inh	pAkt inh	GLP1R inv ag	Abeta rescue	PTHR1 ag	HEK293 tox	FUS yeast rescue	TDP43 rescue	Mm-Cpn inhibitor
Cc1ccc(C)c(Nc2c(F)c(F)c(F)c(F)c2C(=O)O)c1	-15%	i	?	-8%	-23%	0%	4%	3%	-5%
COc1ccccc1-c1cc(C(F)(F)F)nc(S(=O)(=O)CCCC(=O)N2CCCCC2C)n1 (stereo not drawn)	-9%	i	?	-26%	-25%	?	24%	24%	2%
Cc1cc(Nc2ccccc2)nc(N2CCOCC2)n1	-2%	i	?	5%	i	22%	-11%	13%	-1%
O=C(Cn1cc2c(n1)CCCCC2)N1CCCCC1	28%	i	5%	-11%	-10%	-13%	-23%	6%	2%
CC(C)CC(=O)Nc1ccc(C(=O)Nc2cccc(O)c2)cc1	-3%	i	?	1%	i	-22%	2%	-2%	-1%
CNc1nc(NCCOc2ccccc2Cl)c2sccc2n1	0%	.	?	-15%	i	-5%	1%	9%	.
COc1ccc(C(=O)CSc2nnc3ccccn23)cc1OC	0%	i	51%[activator]	-3%	i	-5%	7%	-4%	1%
COC(=O)C1CSc2[nH]c(=O)sc2C1c1ccccc1 (stereo not drawn)	-2%	i	-5%	-5%	-6%[57.5 µM]	-15%	23%	-15%	1%
O=C(Cn1cnc2c(NC(=O)OCc3ccccc3)ncnc21)NCc1ccccn1	-1%	i	3%	-13%	i	8%	-5%	-9%	0%
CC1CC(C)CN(CC(=O)NCCc2ccc(S(N)(=O)=O)cc2)C1 (stereo not drawn)	2%	i	?	-14%	i	-20%	8%	.	0%
CC(=O)N1CCSc2ccc(S(=O)(=O)Nc3cccc(C)c3)cc21	-3%	i	-29%	7%	-22%	-1%	14%	-9%	-1%
O=C(c1ccc(F)cc1)N1c2ncnn2C2(CCCCC2)[C@@H]2CCCC[C@@H]21	.	.	?	6%	-44%[inhibitor]	-15%	13%	?	.
CCN(CCCNC(=O)C1CCN(S(=O)(=O)CC)CC1)c1ccccc1	6%	i	8%	11%	i	-2%	-13%	-23%	2%
O=C(Nc1ccccc1)c1cnc(N2CCCCC2)c2ccccc12	.	.	?	-4%	-41%[inhibitor]	-16%	1%	12%	.
CCC(C)C(=O)Nc1nnc(SCC(=O)N2C(C)CCCC2C)s1 (stereo not drawn)	0%	i	-17%	-3%	-22%	9%	13%	12%	0%
O=C(OCN1C(=O)c2ccccc2C1=O)c1ccccc1	?	i	12%	5%	-18%[57.5 µM]	19%	9%	0%	1%
COc1ccc(NCc2nnc(SCC(=O)NNC(=O)c3ccc(C)cc3)n2C)cc1	2%	i	-3%[7.66 µM]	5%	i	2%[7.66 µM]	5%	21%[9.22 µM]	-2%
Cc1ccc2c(c1)C1CN(C)CCC1N2C(=O)COc1ccc(N(C)C(=O)C(C)(C)C)cc1 (stereo not drawn)	-4%	i	-1%	-10%	i	4%	17%	2%[9.22 µM]	-2%
O=C1CCCC(=O)C1C1c2ccccc2CCN1C(=O)CCl (stereo not drawn)	-11%	i	2%	7%	-34%[inhibitor]	0%	-15%	-8%	0%
CCN1CCN(c2oc(/C=C/c3cc(OC)c(OC)c(OC)c3)nc2C#N)CC1	.	.	-10%	-44%[inhibitor]	23%	8%	30%	8%	.
Cc1nc(SCC(=O)c2cc(C)n(C3CC3)c2C)c2ccccc2n1	2%	i	17%	7%	-37%[inhibitor]	13%	-4%	?	.
COc1ccc(NC(=O)c2ccccc2Cl)cc1NC(=O)CN1CCOCC1	-1%	i	25%	14%	i	-3%	-1%	-5%	1%
COc1ccc(C(=O)N(C)Cc2ccc(C)o2)cc1OC1CCN(C(C)=O)CC1	1%	i	39%[activator]	5%	i	1%	13%	0%	-1%
O=C1c2ccccc2C(O)N1c1ccccc1 (stereo not drawn)	-2%	i	-1%	-1%	-16%	9%	10%	-7%	-4%
O=C(CCCCCN1C(=O)CCC1=O)Nc1ncn[nH]1	-6%	i	3%	-17%	-4%	-2%	2%	-3%	-5%
COc1ccc(CN2CSC(=S)N(Cc3ccc(OC)cc3)C2)cc1	-5%	i	?	13%	i	2%	32%	32µM*	0%
COc1ccccc1CCC(=O)Nc1cccc(S(=O)(=O)N2CCOCC2)c1	11%	i	?	16%	-4%	-18%	13%	7%	-6%
O=[N+]([O-])c1ccc(C[n+]2cc(-c3ccccc3)n3c2CCCCC3)cc1	-1%	i	-10%	5%	-11%	-28%	0%	-8%	-1%
COc1ccc(CCN2CC(C(=O)NCc3cc(C(C)C)no3)CCC2=O)cc1 (stereo not drawn)	-7%	i	13%	-9%	-8%	-4%	1%	-12%	-1%
COC(=O)c1ccccc1NC(=O)C1CC(c2ccc(F)cc2)=NO1 (stereo not drawn)	2%	i	-2%	-1%	17%[57.5 µM]	6%	9%	7%	-4%
Cc1ccc(S(=O)(=O)N2CCCC2)cc1C(=O)N1CCN(Cc2ccccc2)CC1	-7%	i	?	0%	-7%	-13%	12%	-21%	1%

A portion of the library; the hit share may differ from the screen's.
